Screening data from PubChem.
NS3 helicase inh = inhibitors of Hepatitis C virus NS3 helicase; inhibition, % at 10.9 µM; NS3 helicase DNA unwinding, Cy5 molecular beacon fluorescence; 290,000 tested, 0.56% active;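 active means inhibition above the mean of all tested compounds plus 3 SD, set per campaign, cut at about 35% in these data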;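 further: 0% = DMSO wells and 100% = thioflavine S control wells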
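Test system: hepatitis C virus NS3 helicase domain fragment enzyme. Also added: annealed dual-labelled DNA beacon duplex, ATP-started. Timing: 60 min unwinding reaction at 25 °C after ATP addition. Technique: Cy5 fluorescence. Measure: % inhibition of unwinding.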
pCIP destab = compounds decreasing mouse p/CIP protein stability; AID 1984; decrease of EGFP signal, % at 10 µM; F442A p/CIP-EGFP cells, EGFP fluorescence, 16 h; 290,000 tested, 0.01% active;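 active means EGFP signal decrease of at least 30% at 10 µM or well 3 SD below plate mean, unless failing retest; inactive means the rest, including hits failing retest or dose response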; further: some compounds called inactive have numbers as strong as hits; many of its hits are not listed in these tables
VIM-2 inhibitor = inhibitors of Pseudomonas aeruginosa VIM-2 metallo-beta-lactamase | purified VIM-2, nitrocefin hydrolysis, epi-absorbance fluorescence | inhibition, % at 5.6 µM | 290,000 tested, 0.89% active | AID 1527;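 active means inhibition above the mean of all tested compounds plus 3 SD, cutoff set per screening run, cut at about 7.5% in these data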;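 further: red hydrolysis product quenches plate fluorescence so inhibitors raise well fluorescence; 0% = enzyme with DMSO and 100% = DMSO without enzyme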
IDE cell activ = IDE (human) activation, cell-based | HEK cells, FAbeta-B cleavage, fluorescence polarization; 0% vehicle, 100% cell-free pure enzyme wells | activation, % at 5.96 µM | 340,000 tested, 0.073% active;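 active means activation above the mean of all tested compounds plus 3 SD, set per screening campaign, cut at about 17% in these data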
GalR3 antagonist = antagonists of human GalR3 | 360,000 tested, 0.44% active | O60755 | AID 651719 | HEK293 GalR3-CNG cAMP membrane potential fluorescence; galR3 body fused to GalR1 C-terminus | inhibition, % at 3 µM;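 active means inhibition above the screen-wide average plus 3 SD, cut at about 13% in these data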;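 further: forskolin and galanin both at EC90 stimulate the cells; cAMP rise reported by CNG channel membrane potential dye signal; 0% = forskolin plus galanin with DMSO and 100% = forskolin alone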
Target sequence (O60755 1-299 limits assumed): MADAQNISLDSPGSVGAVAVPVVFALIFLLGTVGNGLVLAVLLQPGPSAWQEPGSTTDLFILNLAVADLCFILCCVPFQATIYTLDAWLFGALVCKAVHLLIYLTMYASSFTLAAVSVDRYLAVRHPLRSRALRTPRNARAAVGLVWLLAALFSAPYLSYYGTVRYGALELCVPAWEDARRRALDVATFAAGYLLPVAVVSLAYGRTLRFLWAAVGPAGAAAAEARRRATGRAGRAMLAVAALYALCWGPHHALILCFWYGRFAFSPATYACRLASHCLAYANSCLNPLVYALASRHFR
IMP-1 inhibitor = inhibitors of Pseudomonas aeruginosa IMP-1 metallo-beta-lactamase; 290,000 tested, 0.45% active; inhibition, % at 5.6 µM; purified IMP-1, nitrocefin hydrolysis, epi-absorbance fluorescence;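 active means inhibition above the mean plus 3 SD of all compounds in the same screening run, cut at about 4.5% in these data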;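 further: 0% = IMP-1 with DMSO and 100% = DMSO wells lacking enzyme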
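System: Purified recombinant IMP-1 metallo-beta-lactamase enzyme | Measured by: Fluorescence quenching readout, ex 480/em 530 nm | Replication: Singlicate | Incubation: 15 min preincubation plus 25 min reaction at 25 °C | Evaluation: Percent inhibition from optical density relative to buffer-blank wells | Benchmarks: DMSO with and without IMP-1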
CRFBP-R2 block = blocks CRF-induced signaling of the CRF-BP/CRF-R2 complex; HEK293 CRF-R2/CRF-BP, CRF-induced calcium fluorescence; inhibition, % at 11.8 µM; 350,000 tested, 0.59% active; AID 588475;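 active means inhibition of the ligand-induced calcium signal above about 50% at the single tested concentration, limit read from the data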
UBC9 SUMO inh = SUMOylation inhibition. P63279. HTRF SUMOylation assay, SAE1/SAE2 + UBC9, in vitro. inhibition, % at 35 µM. 290,000 tested, 0.36% active; in the data active means inhibition above about 50%, passing the limit was not always enough; further: strong numbers were not always called active
Target sequence (P63279 whole entry, looked up): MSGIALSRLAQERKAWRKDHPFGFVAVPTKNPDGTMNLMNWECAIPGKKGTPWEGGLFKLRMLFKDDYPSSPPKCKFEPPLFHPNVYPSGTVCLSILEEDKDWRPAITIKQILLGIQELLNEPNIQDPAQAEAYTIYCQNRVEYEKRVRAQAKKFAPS
IDE cell inh = inhibitors of human insulin-degrading enzyme in cells; P14735; HEK cells, FAbetaB cleavage, fluorescence polarization; inhibition, % at 5.59 µM; 320,000 tested, 0.41% active; AID 434962;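 active means percent inhibition above the average of all tested compounds plus 3 SD, set per screening campaign, cut at about 16% in these data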;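 further: IDE supplied by intact live HEK cells; FP after avidin binding of uncleaved biotin substrate so inhibition keeps polarization high; 0% = DMSO wells and 100% = 60 µM reference IDE inhibitor Ii1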
* = called active by the depositor; nt = no result given.

Every second line gives: NS3 helicase inh	pCIP destab	VIM-2 inhibitor	IDE cell activ	GalR3 antagonist	IMP-1 inhibitor	CRFBP-R2 block	UBC9 SUMO inh	IDE cell inh
- COc1ccc(NS(=O)(=O)c2cccc(C(=O)O)c2)cc1
    1	14	-1.4	1	-1	-0.7	3	23	2
- CCOc1ccc(NC(=O)CSc2n[nH]c(=O)n2-c2ccccc2)cc1
    -2	-8	-3.2	-2	-2	-1.3	-14	17	10
- Cc1ccc(C(=O)N/C(=C\c2cccc([N+](=O)[O-])c2)C(=O)OCN2C(=O)c3ccccc3C2=O)cc1
    9	-5	-1.4	-11	1	-1.8	17	8	-4
- COC(=O)C(C)N=Cc1ccccc1 (centres undefined)
    3	-2	-2.7	1	-4	-4.4	7	19	-4
- COc1ccc(C)cc1NC(=O)CN1CCN(c2ccccn2)CC1
    -8	-10	-1.5	2	-11	-2.1	0	21	-1
- Cc1ccccc1OCCC(=O)N1CCN(S(=O)(=O)c2ccccc2F)CC1
    0	-8	-2.1	0	-4	-1.1	2	21	-4
- CC1=NNC(=O)C1CC(=O)N/N=C/C=C/c1ccccc1 (centres undefined)
    4	-6	-3.2	-4	-2	-2.5	29	27	3
- CCOc1cc(C(C(=O)NCC2CCCO2)N(C(=O)Cn2nnc3ccccc32)c2ccccc2C(C)=O)ccc1O (centres undefined)
    -2	0	0.5	-1	15*	-0.9	4	-2	0
- Cn1c(N)c(C(=O)COC(=O)C(Cc2ccccc2)NC(=O)c2ccccc2)c(=O)n(C)c1=O (centres undefined)
    -1	11	-0.7	-1	0	-0.4	3	-8	-7
- O=C(c1cc2c(=O)n3ccccc3nc2s1)N1CCN(Cc2ccccc2)CC1
    -3	-2	8.2*	2	-8	-2.0	-4	25	1
- Cc1cc(N2CCOCC2)n2cc(-c3ccc(F)cc3)nc2n1
    -4	2	1.8	2	1	0.3	-20	6	4
- O=C1NC(=S)N(C(=O)c2ccc(F)cc2)/C1=C/c1cccnc1
    9	-2	0.1	nt	0	-2.9	22	4	9
- COc1ccc(NC(=O)c2ccc[n+]([O-])c2)cc1
    3	-11	-5.0	0	-8	-3.2	13	9	2
- Cc1ccc(OCC(=O)Nc2ccccc2-c2ccccc2NC(=O)COc2ccc(C)cc2)cc1
    3	6	1.5	2	-3	-2.4	-36	-21	6
- CCn1c(SCC(=O)Nc2ccc(N3CCOCC3)cc2)nnc1-c1ccncc1
    26	-4	-1.9	-3	-4	-1.1	-5	-1	4
- COc1ccc(-c2cc(C(=O)O)c3sc(N4CCCCC4)nc3n2)cc1OC
    22	12	-0.7	-2	3	-3.3	37	22	2
- CN(C)S(=O)(=O)c1ccc(C(=O)NCCc2ccco2)cc1
    -3	6	-3.1	6	-6	-2.4	9	-6	1
- N#CC1=C(N)N2C(=C(C#N)C1c1cccc(Br)c1)Nc1ccccc12 (centres undefined)
    2	-26	-2.6	3	-6	-4.0	29	16	4
- O=C(NCCCc1ccccc1)c1cc([N+](=O)[O-])ccc1Cl
    -1	6	-0.9	-2	-1	-2.6	3	3	2
- COC(=O)c1ccc(OCC(O)CN2CCN(C(=O)c3ccco3)CC2)c(OC)c1 (centres undefined)
    0	-11	-3.5	1	1	-4.8	10	4	10
- COc1ccc(/C=N/Nc2nc3ccccc3[nH]2)cc1OC
    4	2	-3.7	-3	-6	-3.6	11	-14	10
- O=C(COc1ccccc1Cl)NCCNC(=O)c1ccco1
    7	3	0.0	0	-9	-1.5	2	-6	6
- CCOC(=O)c1cc(CC)sc1NC(=O)COC
    3	2	-0.8	4	-7	-2.8	1	14	-1
- COC(=O)NNC(=O)/C=C/c1ccccc1
    7	-7	-1.7	-2	-4	-2.0	16	3	4
- C/C(=N\NC(=O)c1c(-c2ccccc2Cl)noc1C)c1cccc(NC(=O)C(C)C)c1
    -4	-5	-8.4	-1	-1	-1.6	-4	17	0
- C=CCNC(=O)/C(C#N)=C\c1cc(Cl)c(OCC)c(OC)c1
    7	-17	-3.0	5	-5	-2.6	-58	-4	-3
- CCCC(=O)Nc1c(-c2ccccc2Cl)c(=O)c2ccccc2n1C
    2	0	-2.3	2	-10	-1.0	5	5	4
- Cc1ccc(OC(=O)CCC(=O)Nc2ccc(C)c(C)c2)cc1
    nt	nt	nt	1	1	nt	20	nt	6
- Cc1nn(-c2ccccc2)c2c1C(c1ccncc1)C(C#N)=C(N)O2 (centres undefined)
    2	-11	-1.3	2	0	-2.3	3	-7	4
- CC(C)(C)c1ccc(OCC(=O)NCC(c2cccs2)N2CCOCC2)cc1 (centres undefined)
    nt	nt	nt	2	2	nt	-34	nt	3
- CN(C)S(=O)(=O)c1ccc(N2CCCC2)c(C(=O)NCC2CCCO2)c1 (centres undefined)
    nt	nt	nt	-1	-3	nt	-7	nt	-1
- NS(=O)(=O)c1cc(C(=O)Nc2ccc3c(c2)CCC3)ccc1Cl
    -5	3	-0.9	2	-4	-3.5	-1	0	0
- O=C(N/N=C/c1ccccc1O)c1cccc2ccccc12
    -6	1	1.3	0	-10	0.1	0	0	nt
- OCCNc1nc2ccccc2n1-c1ncnc2sc3c(c12)CCC3
    -18	1	-1.6	3	1	-4.8	-31	-16	nt
- O=Cc1cn[nH]c1-c1ccccc1
    -1	-10	-4.0	1	-6	-3.2	8	5	-2
- CCN(CC)c1ccc(C2C(C(=O)Nc3ccccn3)=C(C)NC3=C2C(=O)CC(C)(C)C3)cc1 (centres undefined)
    5	0	-1.7	0	-4	-2.9	-21	5	1
- COc1ccc(NC(=S)NCc2ccc(F)cc2)cc1
    2	-4	-2.3	0	-11	-3.7	22	-9	4
- CC12CCC(=O)N1C(C(=O)N1CCN(c3ccccc3)CC1)CS2 (centres undefined)
    nt	nt	nt	1	3	nt	10	nt	1
- Cc1ccc(-n2c(SCC(=O)Nc3nccs3)nc3c(c2=O)SCC3)cc1
    -3	-4	-2.3	0	-3	-2.8	3	7	1
- CCOC(=O)c1c(O)c2c([nH]c1=O)CCCC2
    -2	-7	-1.5	0	-5	-0.8	12	18	5
- COc1cc(C(=O)O)ccc1OCc1c(C)noc1C
    -4	-5	-2.0	5	-3	-0.9	10	4	7
- CCNC(=O)c1c(NC(=O)c2cc(-c3cc(C)ccc3O)n[nH]2)sc2c1CCCC2
    11	7	-2.9	2	-5	-4.0	13	9	9
- Cc1ccc(C(C)NC(=O)COC(=O)C2=COCCO2)cc1C (centres undefined)
    nt	nt	nt	2	-7	nt	8	nt	5
- CSc1ncc(C(=O)Nc2cccnc2)c(C(F)(F)F)n1
    -8	-7	-0.3	-1	-7	-2.5	0	16	nt
- Cc1cc(SCC(=O)N/N=C/c2ccc(C(=O)O)cc2)nc2ccccc12
    3	1	-0.1	1	-6	0.6	8	-6	-1
- Cc1cccnc1NC(=O)C1CCC1
    -1	0	2.4	5	nt	1.8	25	14	-1
- CCC/C=C(\CCC)C(NS(=O)(=O)c1cccc2cccnc12)c1ccc(C(=O)OC)cc1 (centres undefined)
    -1	0	-0.6	nt	-6	-0.9	-11	-4	3
- C=CCOc1c(CNc2ccc(C(=O)O)cc2)cccc1OC
    -2	-4	-2.5	2	-4	-2.2	3	8	0
- CCc1ccc(N(C(=O)c2csnn2)C(C(=O)NC(C)(C)C)c2ccccn2)cc1 (centres undefined)
    8	-11	1.1	-2	-6	-4.3	18	-1	-5
- Cc1cccc(Nc2ccccc2C(=O)OCC(=O)N2CCOCC2)c1C
    -3	-15	0.2	4	-6	0.4	2	-9	-2

(continued)
Every second line gives: NS3 helicase inh	pCIP destab	VIM-2 inhibitor	IDE cell activ	GalR3 antagonist	IMP-1 inhibitor	CRFBP-R2 block	UBC9 SUMO inh	IDE cell inh
- CCOC(=O)c1sc(=NC(=O)c2ccc(OC)c(OC)c2)n(C)c1C
    6	13	-0.9	1	1	-1.6	7	1	2
- COC(=O)c1ccc2c(c1)nc(C)n2CCO
    1	-4	-2.6	6	1	-1.9	8	8	-5
- OC1(c2cccc(C(F)(F)F)c2)CCN(c2ccc(-c3ccccc3)nn2)CC1
    0	-3	-1.6	1	-5	-3.1	-21	30	-2
- COCCSc1nnc(NS(=O)(=O)c2ccc(C)cc2)s1
    8	-17	-3.7	7	-4	0.1	8	9	6
- COc1ccc(C(=O)c2c(-c3ccc(OC)cc3)oc3ccc(-c4ccc(OC)nc4)cc23)cc1
    nt	nt	nt	0	-6	nt	-8	nt	4
- O=C1CCCC(=O)C1=Cc1c[nH]c2ccccc12
    2	-4	-0.6	4	1	0.6	-12	22	-3
- COc1ccc(CNc2nc3ccccc3n2C(C)C)c(O)c1
    -9	-4	-0.2	2	-10	-2.5	-3	5	-2
- C[C@H]1CN([C@@H](C)CO)C(=O)c2cccc(NC(=O)c3nc4ccccc4s3)c2O[C@H]1CN(C)C(=O)Nc1ccc(F)cc1
    nt	nt	nt	-3	-8	nt	-11	nt	-3
- CC1(C)CN=C(N(Cc2ccccc2)C(=O)Nc2ccccc2)S1
    0	3	-2.3	2	-5	-4.3	6	2	-3
- Cc1ccc(Cn2nc(C)c(C(=O)NCC(c3ccc(F)cc3)N3CCOCC3)c2Cl)cc1 (centres undefined)
    nt	nt	nt	3	-1	nt	-8	nt	0
- O=C(Nc1ccc(F)c(Cl)c1)C1CC(=O)N(Cc2ccco2)C1 (centres undefined)
    nt	nt	nt	0	3	nt	-9	nt	6
- O=c1cc(CO)occ1OCc1cccc(C(F)(F)F)c1
    -5	-12	-1.3	-1	-5	-1.9	16	8	3
- CCOc1ccccc1NC1=NC2CS(=O)(=O)CC2S1 (centres undefined)
    7	-6	-2.7	1	-5	-2.8	1	4	6
- COc1ccc(CNC(=O)CN(C)Cc2ccc(C(C)(C)C)cc2)cc1
    -51	-4	-0.2	6	-12	-1.1	14	-6	5
- COc1ccc(-c2c(-c3ccsc3)oc3ccc(N4CCOCC4)cc23)cn1
    nt	nt	nt	3	-7	nt	1	nt	-1
- CSCC[C@H](NC(=O)Cc1c(C)c2c(cc(C)c3c(C)c(C)oc32)oc1=O)C(=O)O
    15	-12	3.3	0	2	-1.8	12	57*	nt
- CCOc1ccc(C(=O)Nc2nc(C)cc(C)n2)cc1[N+](=O)[O-]
    0	4	-0.3	4	-11	-1.4	-9	3	-5
- CCOC(=O)C1CCN(C(=O)C(C)N(c2ccc(Oc3ccccc3)cc2)S(C)(=O)=O)CC1 (centres undefined)
    -1	-9	0.8	-1	4	0.7	24	-7	nt
- C[C@H](CO)N1C[C@H](C)[C@@H](CN(C)C)Oc2c(NC(=O)C3CC3)cccc2C1=O
    nt	nt	nt	4	-4	nt	4	nt	4
- O=C(CCCO)NC1Cc2ccccc2C1
    2	-9	-0.3	-2	3	-0.7	0	13	0
- O=C(Nc1ccc(N2CCN(C(=O)c3ccco3)CC2)c(Cl)c1)c1c(F)c(F)c(F)c(F)c1F
    -11	4	1.0	1	0	-1.9	-19	-2	10
